# Assay outcomes (PubChem BioAssay)
# AMA1-RON2 inh: qHTS for Inhibitors of AMA1-RON; Towards Development of Antimalarial Drug Lead: Primary Screen | Plasmodium falciparum AMA1 (3D7) - RON2 peptide interaction | 360,000 compounds, 0.2% hits | Potency, µM (top dose mostly 58.2 µM), for inactives: top-dose activity change, negative = inhibition, actives largely listed as inhibitors | AlphaScreen AMA1-biotinylated RON2 peptide binding | AID 720542, 2013;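 note: potency is the fitted concentration of half-maximal effect; 0% = vehicle wells and -100% = peptide control; nearly all actives have a fitted effect of over 45% in size; some results filed as inactive show a strong effect at the top dose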
#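 AMA1 (3D7) with his tag at 25 nM final met compounds first, then biotinylated RON2 peptide at 25 nM; detection used donor plus acceptor beads, 10 µg/mL apiece, read by AlphaScreen after 30 min at room temperature.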
# LmPK inh: qHTS Assay for Inhibitors of Leishmania Mexicana Pyruvate Kinase (LmPK); Potency, µM (highest dose often 57.5 µM), for the others: at the top dose activity change, negative = inhibition, usual class: inhibitors; Q27686; 290,000 compounds, 0.37% hits; purified LmPK, Kinase-Glo ATP luminescence, 1 h; note: potency is the fitted concentration of half-maximal effect
# Target sequence (Q27686 whole entry, looked up): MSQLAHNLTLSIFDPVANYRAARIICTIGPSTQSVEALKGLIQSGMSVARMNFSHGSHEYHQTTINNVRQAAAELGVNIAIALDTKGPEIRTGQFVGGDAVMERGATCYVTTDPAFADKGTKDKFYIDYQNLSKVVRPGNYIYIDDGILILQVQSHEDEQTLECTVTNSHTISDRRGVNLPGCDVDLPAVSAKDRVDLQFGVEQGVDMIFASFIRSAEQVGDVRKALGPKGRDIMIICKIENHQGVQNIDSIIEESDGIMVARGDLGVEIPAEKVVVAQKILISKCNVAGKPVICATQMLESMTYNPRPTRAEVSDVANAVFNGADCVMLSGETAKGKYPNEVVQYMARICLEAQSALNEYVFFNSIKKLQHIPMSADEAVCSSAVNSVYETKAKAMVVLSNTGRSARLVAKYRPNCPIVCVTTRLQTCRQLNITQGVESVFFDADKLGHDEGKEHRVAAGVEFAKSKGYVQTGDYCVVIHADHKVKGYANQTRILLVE
#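 Screened at intermediate enzyme activity to detect both inhibitors and activators: LmPK at 0.1 nM, with a 0.5 nM enzyme column as activation reference. PEP 0.5 mM, ADP 0.1 mM; ATP detected by luminescence after 1 h.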
# AmpC inh no detg: qHTS Inhibitors of AmpC Beta-Lactamase (assay without detergent) | AmpC nitrocefin hydrolysis, absorbance 480 nm, 0.0001% Triton | 330,000 compounds, 0.52% hits | Potency, µM (series often up to 57.1 µM), without a hit: at the top dose activity change, negative = inhibition, hits mostly inhibitors;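 note: potency is the fitted concentration of half-maximal effect; plate controls were no compound for no effect and no enzyme for full effect; nearly all actives have a fitted effect of over 20% in size; some results filed as inactive show a strong effect at the top dose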
# Target sequence (P00811 whole entry, looked up): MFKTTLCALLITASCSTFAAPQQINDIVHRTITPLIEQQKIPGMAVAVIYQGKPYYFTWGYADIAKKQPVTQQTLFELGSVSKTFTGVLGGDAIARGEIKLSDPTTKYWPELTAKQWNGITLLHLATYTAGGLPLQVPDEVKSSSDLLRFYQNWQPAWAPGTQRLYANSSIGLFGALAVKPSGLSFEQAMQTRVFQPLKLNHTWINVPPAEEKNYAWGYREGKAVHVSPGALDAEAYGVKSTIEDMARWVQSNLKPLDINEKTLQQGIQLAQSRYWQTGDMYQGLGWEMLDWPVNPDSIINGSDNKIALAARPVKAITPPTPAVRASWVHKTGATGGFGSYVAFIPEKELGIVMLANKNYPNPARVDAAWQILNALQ
#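 AmpC (5.3 nM in the dispensed reagent) in 20 mM phosphate pH 7.0 with 0.01% (detergent screen) or 0.0001% Triton X-100 was preincubated with compounds for 15 min at room temperature. Nitrocefin was then added from an 800 uM solution, and hydrolysis was followed at 480 nm.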
# HCMV antiviral: qHTS Assay for inhibitors of the human cytomegalovirus (HCMV); HFF cells, HCMV-luciferase reporter, 72 h; hits give low values; activity change, negative = inhibition, % at 57.5 µM; 410,000 compounds, 4.5% hits; in the data active = activity change below about -60%; inconclusive = no clear call, values can overlap the other calls; inactive = above about -39%
#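 Cell-based, HFFs, 1000 cells/well, 16 h 37C; cpds in DMSO + HCMV-luc, MOI 1 PFU/cell; 72 h 37C; OneGlo luminescence after 5 min RT; norm. to buffer vs Salinomycin 10uM.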
# Sm TGR inh: qHTS Assay for the Inhibitors of Schistosoma Mansoni Peroxiredoxins; Schistosoma mansoni thioredoxin glutathione reductase (TGR), Q962Y6; 360,000 compounds, 3% hits; Potency, µM (doses to about 114 µM), for the others: top-dose activity change, negative = inhibition, usual class: inhibitors; purified TGR, DTNB reduction, TNB absorbance 405 nm; note: potency is the fitted concentration of half-maximal effect; nearly all actives have a fitted effect of over 60% in size
#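 Kinetic colorimetric format: TGR-catalysed, NADPH-driven DTNB reduction monitored via TNB absorbance. Enzyme dispensed at 20 nM; compound exposure 15 min at room temperature before reaction start.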
# TbPYK inhibitor: qHTS of Trypanosoma Brucei Inhibitors; 410,000 compounds, 0.12% hits; Potency, µM (highest dose often 76.8 µM), inactives show top-dose activity, negative = inhibition, usual class: inhibitors; pyruvate kinase (Trypanosoma brucei), Q57TT1; TbPYK enzyme, Kinase-Glo Plus ATP luminescence, 45 min; note: potency is the fitted concentration of half-maximal effect; nearly all actives have a fitted effect of over 50% in size
#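 Readout: single end-point luminescence (Kinase-Glo Plus, 10 min). Reaction conditions were TbPYK/substrate plus 130 uM ADP, 45 min at RT, pH 7.2 TEA buffer. No-enzyme wells served as controls, and data were normalized before concentration-response fitting.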
# AmpC detergent: qHTS Inhibitors of AmpC Beta-Lactamase (assay with detergent) | P00811 | AmpC hydrolysis of nitrocefin, absorbance 480 nm, 0.01% Triton | Potency, µM (series often up to 114 µM), without a hit: at the top dose activity change, negative = inhibition, most hits filed as inhibitors | 370,000 compounds, 0.041% hits | AID 485294, 2010;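 note: potency is the fitted concentration of half-maximal effect; 0% = no-compound wells and -100% = no-enzyme wells; nearly all actives have a fitted effect of over 25% in size; some results filed as inactive show a strong effect at the top dose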
#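 AmpC (5.3 nM in the dispensed reagent) in 20 mM phosphate pH 7.0 with 0.01% (detergent screen) or 0.0001% Triton X-100 was preincubated with compounds for 15 min at room temperature. Nitrocefin was then added from an 800 uM solution, and hydrolysis was followed at 480 nm.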
# Numbers without * were called inactive; ? = inconclusive; · = no result given; [ ] = remark or other dose. Unless noted, calls come from the whole dose curve; as a rule, active = well fitted curve in the direction sought with a large enough effect; inconclusive = small, poorly fitted or top-dose-only effect, or another doubt; inactive = no such curve, though single readings can be large; an effect the other way counts as inactive or inconclusive. Unless noted, % is set by controls: 0 for no effect and ±100 for the full control effect.
SMILES,AMA1-RON2 inh,LmPK inh,AmpC inh no detg,HCMV antiviral,Sm TGR inh,TbPYK inhibitor,AmpC detergent
O=S(=O)(c1ccc(-c2n[nH]c(=S)o2)cc1)N1CCCC1,18%,-1%,-17%,?,-17%,?,3%
COc1ccc(CN2C(=O)NC(=O)/C(=C/c3ccc(OC)c(OC)c3OC)C2=O)cc1,4%,-3%,-30%,10,-24%,?,?
CCOC(=O)C1(CC)NC(c2ccc(N(C)C)cc2)C2C(=O)N(C)C(=O)C21 (stereo unspecified),0%,-3%,-1%,-10,5%,-7%,-10%
Cn1cc(S(=O)(=O)NCc2ccco2)c(=O)n(C)c1=O,11%,1%,-8%,4,2%,0%,-14%
CCN(CC)CCC#CC(O)(c1ccccc1)C1CCCCC1 (stereo unspecified),-3%,-4%,34%,-34,-14%[57.1 µM],-7%,-4%
O=C(COC(=O)c1ccc[n+]([O-])c1)Nc1c(Br)cc([N+](=O)[O-])cc1Br,·,-1%,-38%,·,-8%,·,-5%
O=C1CN(C(=O)COC(=O)c2ccccc2NCc2ccco2)c2ccccc2N1,-5%,7%,-9%,?,-2%,-3%,3%
CC(C)(C)c1ccc(-c2nc3cc(NC(=O)c4cccc(Br)c4)ccc3o2)cc1,·,·,·,-16,17%,-3%,11%
Cn1c(=O)cc(SCC(=O)N2CCN(c3ccccn3)CC2)c2ccccc21,-1%,-3%,51%,114,0%,0%,0%
Cc1cc(C)c(C)c(S(=O)(=O)Nc2ccc(OCC(=O)O)cc2)c1C,6%,1%,-28%,-21,-7%,4%,?
Fc1cccc(Cl)c1Cn1nnc2c(-n3ccnc3)ncnc21,-3%,-4%,-39%,?,19%,0%,?
O=C(NC1CCCCC1)c1cc(-c2ccc(O)cc2)on1,-1%,-3%,-19%,9,8%,2%,-1%
CCN(CC)CCN1C(=O)C(=O)/C(=C(/O)c2ccc(OC)cc2)C1c1cccs1 (stereo unspecified),·,-5%,17%,·,45µM*,·,?
CC1CCCCC1N=C1NC(C)(C)CS1 (stereo unspecified),7%,-2%,-24%,-6,-3%,3%,-6%
Cc1ccc(NC(=O)C2(C)CCN2Cc2ccccc2OC(F)F)cc1 (stereo unspecified),12%,·,·,?,·,0%,·
CSc1ncccc1C(=O)N1CCCC(CCC(=O)NCc2ccc(F)c(F)c2)C1 (stereo unspecified),-6%,0%,32%,-14,1%,-1%,1%
O=C(CNc1ccc(Cl)cc1)NNC(=S)NCc1ccccc1,23%,4%,-13%,-29,7%,-17%,0%
CCN(CC(=O)Nc1ccccc1OC)C(=O)COc1ccc(C#N)cc1,-5%,·,·,-19,·,-6%,·
O=C(CSc1nc(-c2ccccc2)cs1)N1CCc2ccccc21,1%,0%,-29%,?,0%,·,3%
O=C(c1ccc(COc2ccccc2Br)o1)N1CCCCCC1,-5%,-8%,44%,-12,?,1%,1%
COC(=O)c1oc(-c2ccc(Cl)cc2)nc1C,9%,-10%,-2%,?,·,2%,-3%
COc1ccc(-c2ccc(/C=C3\C(=O)N(c4ccccc4)N=C3c3ccccc3)o2)c([N+](=O)[O-])c1,-23%,-3%,-19%,-21,11%,0%,-9%
Cc1cc(NC(=O)CCC(=O)N(Cc2cccnc2)C(C(=O)NC(C)(C)C)c2ccccc2Cl)no1 (stereo unspecified),10%,-2%,-2%,?,-7%,-1%,2%
Cc1ccc(CN2CCN(/N=C/c3ccc(Cl)c([N+](=O)[O-])c3)CC2)cc1,-7%,-5%,-30%,-12,2%,-5%,?
Cc1cccc(Nc2nc(N)nc(CSc3nccc(C)n3)n2)c1,-3%,2%,-22%,33,0%,-2%,?
CCCC(=O)N1CCCC(c2cc(C(=O)NCc3ccccc3)no2)C1 (stereo unspecified),-4%,·,·,30,·,1%,·
COc1cc(NC(=S)NC(=O)c2c(OC)cccc2OC)ccc1NC(=O)c1cccs1,17%,3%,-2%,13,-29%,-2%,3%
NC(=O)CC(NC(=O)Cc1ccc(Br)cc1)c1ccc(NCc2cc(F)ccc2F)c([N+](=O)[O-])c1 (stereo unspecified),-29%,4%,-15%,6,5%,2%,-2%
Cc1cccc(C)c1NC(=O)/C(=C/c1ccco1)c1ccccc1,-10%,-25%,-24%,70,32µM*,-13%,-1%
CC1CCN(S(=O)(=O)c2ccc3c(c2)N(CC(=O)Nc2ccc(F)c(Cl)c2)C(=O)CO3)CC1,·,·,·,-10,-2%,-2%,26%

# Next section (three carried over from the part before).
SMILES,AMA1-RON2 inh,LmPK inh,AmpC inh no detg,HCMV antiviral,Sm TGR inh,TbPYK inhibitor,AmpC detergent
NC(=O)CC(NC(=O)Cc1ccc(Br)cc1)c1ccc(NCc2cc(F)ccc2F)c([N+](=O)[O-])c1 (stereo unspecified),-29%,4%,-15%,6,5%,2%,-2%
Cc1cccc(C)c1NC(=O)/C(=C/c1ccco1)c1ccccc1,-10%,-25%,-24%,70,32µM*,-13%,-1%
CC1CCN(S(=O)(=O)c2ccc3c(c2)N(CC(=O)Nc2ccc(F)c(Cl)c2)C(=O)CO3)CC1,·,·,·,-10,-2%,-2%,26%
Cc1cc(C)n(CC(=O)N2c3ccccc3Sc3ccc(C(F)(F)F)cc32)n1,-14%,3%,64%[activator],-6,-5%,3%,-12%
O=C1CC(Nc2ccc(N3CCOCC3)cc2)C(=O)N1CCc1ccccc1 (stereo unspecified),4%,-2%,-3%,43,-28%,-16%,-3%
COc1ccc(C(C(=O)NC2CCCC2)N(C(=O)c2ccco2)c2cccc(C(C)=O)c2)cc1OC (stereo unspecified),-7%,-4%,24%,17,8%,-1%,-3%
Cc1ccc(CN2CC(=O)N3[C@H]4c5cc(C)ccc5OC[C@@H]4[C@H](c4ccccc4)[C@]3(C)C2=O)cc1,-14%,·,15%,18,-8%,-4%,-6%
CC(NCCC(Cc1ccccc1)c1ccco1)c1ccccc1 (stereo unspecified),13%,-2%,2%,-36,6%,4%,7%
CC/C(=N\Nc1cccc2ccccc12)c1c(O)[nH]c(=O)[nH]c1=O,-13%,1%,-33%,-30,79µM*,-2%,?
Cc1ccc(C)c(NC(=O)CN(C)C(=O)c2ccccc2OCc2ccc(Cl)cc2)c1,-6%,·,21%,-32,3%,-5%,-11%
N#CCCN(C(=O)COC(=O)c1ccc(S(=O)(=O)N2CCCC2)cc1)c1cccc(Cl)c1,-4%,·,42%,-20,3%,-17%,?
O=C(Nc1nnc(-c2ccccc2F)s1)C1CCCO1 (stereo unspecified),14%,-6%,-15%,118,0%,-13%,-7%
Cc1nn(-c2ccccc2)c(C)c1/C=N/NC(=O)c1cccs1,0%,1%,-43%,33,-20%,-14%,?
CCC(=O)N1CCc2cc(Br)cc(S(=O)(=O)N3CCN(C(=O)c4ccco4)CC3)c21,0%,6%,1%,65,-10%,-3%,3%
Cc1ccc2oc(C(=O)N(Cc3sccc3C)C3CCS(=O)(=O)C3)c(C)c2c1 (stereo unspecified),·,·,·,8,8%,1%,-3%
Cc1ccc2c(c1)N(C(=O)N1CCC(C(=O)NCc3ccccc3C)CC1)CC(C)O2 (stereo unspecified),·,·,·,-17,1%,-2%,20%
CNC(=O)CN1C(=O)NC(c2ccccc2)(c2ccccc2)C1=O,8%,-7%,0%,8,1%,0%,-9%
O=C(NCC(=O)N1CCN(c2ccccc2)CC1)c1ccc(Br)o1,11%,-15%,-15%,-25,-23%,-10%,-8%
COc1cc(C(=O)ON=C2C(C)=CC(=O)C=C2C)cc(OC)c1OC,-13%,2%,-21%,-10,?,-6%,1%
O=C(COC(=O)c1ccco1)Nc1ccccc1[N+](=O)[O-],-8%,-2%,-19%,17,0%,-14%,7%
COc1cccc(CN2CCN(C3CCOCC3)CC2CCO)c1 (stereo unspecified),-13%,0%,-5%,-22,0%,1%,2%
CCNc1nc(NCC)nc(N2CC(=O)N(CC(=O)OCC)C2=N)n1,11%,·,·,-17,·,-1%,·
CN1CCN(NC(=O)c2c(-c3ccccc3)sc3ccccc23)CC1,2%,·,22%,1,·,-3%,·
Cc1ccc(C)c(OC(=O)c2cccnc2Cl)c1C,-3%,0%,-4%,-16,0%,2%,-9%
O=C(COc1ccc2ccccc2c1)NCCc1ccc2c(c1)OCCO2,-22%,-1%,-12%,48,4%,5%,-6%
CC(/C=C1\SC(=S)N(NC(=O)c2ccccc2C)C1=O)=C\c1ccccc1,-27%,1%,-8%,9,1%,-4%,-8%
Cc1ccccc1OCC(=O)OCC(=O)NCC1CCCO1 (stereo unspecified),-6%,1%,-16%,8,9%,5%,-3%
Cc1ccc(Cl)c(NC(=O)CSc2n[nH]c(=O)n2C2CC2)c1Cl,3%,·,-8%,-15,-1%,-5%,?
O=C(Cn1c(=O)c(=O)n(Cc2ccccc2)c2ccc(Cl)cc21)Nc1ccc(F)cc1F,-10%,0%,-10%[2.29 µM],3,-13%,-5%,-11%
O=c1c2ccccc2nc(/C=C/c2ccc(O)cc2)n1-c1ccccc1O,8%,1%,-57%,-39,11%,4%,7%
Cc1cccnc1CCNC(=O)CCc1nnc(-c2ccccc2)o1,15%,5%,-17%,-9,8%,-3%,8%
O=S(=O)(c1ccccc1OC(F)(F)F)N1CCN(c2ccnc3cc(Cl)ccc23)CC1,-16%,-2%,2%,-35,9%,6%,-14%
Cc1ccccc1Nc1sc(C(=O)c2ccccc2)c(N)c1S(C)(=O)=O,·,·,·,-4,-14%,-7%,17%
CC1CCCCN1CCCNC(=O)c1cc(Sc2cccc(Cl)c2)nc2ccccc12 (stereo unspecified),·,·,·,?,0%,-4%,-3%
COc1ccc(CNC(=O)c2cccc(C)c2[N+](=O)[O-])cc1,-1%,-1%,-4%,-5,9%,-11%,?

# One compound at a time, as listed above. Screens in order: AMA1-RON2 inh | LmPK inh | AmpC inh no detg | HCMV antiviral | Sm TGR inh | TbPYK inhibitor | AmpC detergent
# COc1ccc(CN2C(=O)NC(=O)/C(=C/c3ccc(OC)c(OC)c3OC)C2=O)cc1 is listed as 4% | -3% | -30% | 10 | -24% | ? | ?
# Cc1ccc(C)c(OC(=O)c2cccnc2Cl)c1C is listed as -3% | 0% | -4% | -16 | 0% | 2% | -9%
